DNMT1 inh = DNMT1 (human) enzyme inhibition. DNMT1 molecular beacon, Hinp1I cleavage, fluorescence. inhibition (reported as % activation of signal), % at 10 µM. 360,000 tested, 0.83% active; in the data active means inhibition above about 50%
E coli Lon inh = inhibitors of E. coli Lon protease; inhibition, % at 7.94 µM; P0A9M0; purified E. coli Lon protease, fluorescence polarization; 360,000 tested, 0.42% active; in the data active means inhibition above about 13%, passing the limit was not always enough;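 further: 0% = enzyme with probe and DMSO and 100% = no enzyme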
MsrA inhibitor = inhibits bovine methionine sulfoxide reductase A. AID 651718. inhibition, % at 15.5 µM. 360,000 tested, 0.75% active. purified bovine MsrA, absorbance read-out; in the data active means inhibition above about 4.5%;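 further: 0% = vehicle wells with enzyme and 100% = reference inhibitor wells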
NRP1-CendR mod = NRP-1/CendR interaction modulation; O14786; inhibition, % at 25 µM; FAM-RPARPAR peptide binding to NRP-1, fluorescence polarization; AID 602438; 360,000 tested, 0.85% active;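 active means inhibition or corrected inhibition above about 18%, plus a signal ratio from 0.5 to 1.5, limit read from the data, passing the limit was not always enough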; further: strong numbers were not always called active
Target sequence (O14786 whole entry, looked up): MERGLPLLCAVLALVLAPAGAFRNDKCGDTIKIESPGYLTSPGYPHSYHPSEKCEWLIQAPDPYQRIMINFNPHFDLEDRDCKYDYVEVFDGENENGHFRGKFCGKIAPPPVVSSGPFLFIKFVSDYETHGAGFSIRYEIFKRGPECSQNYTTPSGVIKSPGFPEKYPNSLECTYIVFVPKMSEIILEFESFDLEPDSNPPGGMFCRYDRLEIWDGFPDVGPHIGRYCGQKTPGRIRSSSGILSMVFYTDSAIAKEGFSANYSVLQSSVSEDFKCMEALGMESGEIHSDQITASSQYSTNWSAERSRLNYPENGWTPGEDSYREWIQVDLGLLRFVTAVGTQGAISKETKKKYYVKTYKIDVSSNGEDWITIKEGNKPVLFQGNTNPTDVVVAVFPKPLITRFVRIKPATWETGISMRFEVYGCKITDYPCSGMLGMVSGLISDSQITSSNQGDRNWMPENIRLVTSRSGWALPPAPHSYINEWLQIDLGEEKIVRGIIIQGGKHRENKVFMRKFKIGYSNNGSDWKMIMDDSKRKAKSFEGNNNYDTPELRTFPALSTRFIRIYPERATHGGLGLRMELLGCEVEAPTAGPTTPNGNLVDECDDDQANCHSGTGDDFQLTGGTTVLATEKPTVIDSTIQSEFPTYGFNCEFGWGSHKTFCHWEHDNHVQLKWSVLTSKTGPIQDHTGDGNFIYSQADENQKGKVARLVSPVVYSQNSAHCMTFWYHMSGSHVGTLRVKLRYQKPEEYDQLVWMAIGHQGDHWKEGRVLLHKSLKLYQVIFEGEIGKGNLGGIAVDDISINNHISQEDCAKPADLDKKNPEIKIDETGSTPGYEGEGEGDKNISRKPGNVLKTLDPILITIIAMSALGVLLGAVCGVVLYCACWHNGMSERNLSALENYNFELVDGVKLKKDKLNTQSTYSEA
Tb MetRS inh = blocks T. brucei methionyl-tRNA synthetase activity | AID 624268 | 360,000 tested, 0.4% active | inhibition, % at 11.9 µM | purified T. brucei MetRS, ATP depletion, Kinase-Glo luminescence;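 active means inhibition above a per-plate cutoff of the control wells' mean inhibition plus 3 SD, cut at about 5.5% in these data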;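 further: 0% = DMSO wells median and 100% = median of wells with control inhibitor compound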
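Test system – parasite MetRS enzyme · Reagent – substrates ATP, L-methionine and bulk Escherichia coli tRNA · Doses – 11.9 µM compound single dose, 0.9% DMSO · Times – 15 min enzyme-compound preincubation, 2 h reaction, 10 min detection, 25 °C · Signal – Kinase-Glo luminescence, ATP depletion format · Controls – DMSO-only wells as low control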
LMPTP inh = LMPTP (human) inhibition; P24666; recombinant LMPTP-A, OMFP fluorogenic substrate, fluorescence intensity; inhibition, % at 20 µM; 360,000 tested, 0.22% active; AID 651560;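 active means compounds that cut the enzyme signal by at least half of the control window in the single-dose screen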;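 further: plate controls were DMSO wells with enzyme plus substrate for no effect and substrate without enzyme for full effect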
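material = LMPTP-A | quantity = 0.625 nM enzyme | reagent = OMFP substrate, 400 µM final | buffer or medium = Bis-Tris pH 6.0, DTT, detergent | detection = endpoint fluorescence intensity from OMFP dephosphorylation | dosing = single 20 µM dose | read-out basis = % inhibition relative to no-enzyme and uninhibited control wells | control set = no-enzyme and uninhibited controls | timing = 50 min at room temperature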
MsrA act = activators of bovine methionine sulfoxide reductase A; 360,000 tested, 0.3% active; AID 602163; activation, % at 10.6 µM; purified bovine MsrA, absorbance read-out; in the data active means activation above about 7.5%;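 further: 0% = vehicle and 100% = reference activator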
SUMO1-SIM PPI = SUMO1-SIM interaction modulation | P63165 | SUMO1 binding to a labelled peptide, TR-FRET, 1 h | inhibition, % at 20 µM | 360,000 tested, 0.33% active; in the data active means inhibition above about 37%
Scp1 inh = inhibitors of human Scp-1 phosphatase | inhibition, % at 20 µM | AID 493091 | Recombinant Scp1, phosphopeptide, malachite green phosphate absorbance | 340,000 tested, 0.88% active;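 active means inhibition above about 50% at 20 µM, limit read from the data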;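 further: plate controls were DMSO wells with enzyme for no effect and wells lacking enzyme for full effect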
Target sequence (Q9GZU7 76-261 limits assumed): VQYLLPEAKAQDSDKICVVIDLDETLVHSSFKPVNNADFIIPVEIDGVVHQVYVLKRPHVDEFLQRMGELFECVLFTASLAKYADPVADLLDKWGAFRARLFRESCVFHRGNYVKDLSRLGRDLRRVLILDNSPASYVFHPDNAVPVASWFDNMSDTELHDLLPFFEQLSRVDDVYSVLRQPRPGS
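Assay system: SCP-1 catalytic fragment, aa 76-261 | Buffer or medium: Tris acetate buffer pH 5.5 with MgCl2 and Tween-20 | Compound: One concentration, 20 µM, with 1.0% DMSO | Also added: Phospho 17-mer peptide substrate | Signal: Absorbance at 630 nm | Incubation: 45 min enzyme reaction at room temperature | Measure: % inhibition of SCP-1 phosphate liberation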
STEP block = inhibitors of human striatal-enriched phosphatase STEP | P54829 | 360,000 tested, 0.25% active | recombinant STEP, OMFP fluorogenic substrate, fluorescence | inhibition, % at 20 µM;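 active means inhibition at 20 µM, scaled per plate between control wells, above about 37%, limit read from the data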;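 further: 0% = DMSO with enzyme and substrate and 100% = substrate only without enzyme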
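Assay system: isolated STEP enzyme. Buffer or medium: pH 6.0 Bis-Tris with DTT and Tween 20. Also added: fluorogenic phosphatase substrate OMFP at 25 µM final. Dosing: 20 µM, 1% DMSO. Timing: 20 min reaction, room temperature, in the dark. Measured by: fluorescence intensity, excitation 480 nm, emission 540 nm. Evaluation: normalized % inhibition.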
* marks the source's active call; other numbers are inactive results; x = not tested or not shown. Rows are unselected. Share with any hit: about 4.3%.

SMILES | DNMT1 inh | E coli Lon inh | MsrA inhibitor | NRP1-CendR mod | Tb MetRS inh | LMPTP inh | MsrA act | SUMO1-SIM PPI | Scp1 inh | STEP block
CC1Cn2c(nnc2C23CC4CC(CC(C4)C2)C3)S1 (stereo unspecified) | 3 | 1 | -0.3 | -6 | 0.1 | -1.6 | -3 | 2 | -6 | 0
Fc1cccc(CNCC2CCCO2)c1 (stereo unspecified) | 0 | 3 | 0.8 | -14 | -0.9 | -2.4 | -1 | 0 | -2 | -2
CCNc1nc(NC(C)C)nc(N(C#N)C(C)C(=O)N(C)C)n1 (stereo unspecified) | 5 | -1 | 1.4 | -3 | -0.2 | 3.5 | -12 | 0 | 13 | 0
CCOc1ccc(C(=O)Nc2cccc(C)n2)cc1 | 1 | -11 | 0.8 | -2 | -1.6 | -2.9 | -4 | 0 | -14 | -3
Cc1ccc(S(=O)(=O)NCCCNC(=O)OCc2ccccc2)cc1 | 5 | -5 | -0.4 | -1 | -0.3 | 0.0 | -3 | -6 | -13 | -4
Cc1ccc(NC(=O)Cc2ccc(F)cc2)cc1 | 3 | 0 | -1.4 | 9 | 0.1 | -2.0 | -1 | 1 | 10 | -4
Cc1c(NC(=O)CSc2nnc(N)s2)c(=O)n(-c2ccccc2)n1C | 2 | -6 | -0.2 | 4 | 1.6 | -1.7 | -3 | 1 | 1 | -2
COC(=O)C1CC2=C(CCCC2=O)N(c2ccccc2)C1=O (stereo unspecified) | 6 | -7 | -0.6 | 2 | 0.3 | -0.9 | -8 | -1 | 8 | 2
O=C(Cc1ccc([N+](=O)[O-])cc1)NCCc1ccc2c(c1)OCO2 | 1 | -2 | 0.7 | -8 | 0.1 | -0.9 | -1 | -21 | 1 | -3
Cc1ccc(-c2cc(C(=O)NCCc3ccccn3)c3ccccc3n2)c(C)c1 | 0 | -2 | 0.9 | -5 | -0.5 | -0.1 | -4 | 1 | 0 | -2
CCCCNc1nc(=S)n(-c2ccccc2)c(C)c1C(C)=O | -2 | 3 | 0.2 | -2 | -0.6 | 19 | -2 | -2 | 8 | -1
COc1ccc(NC(=O)N(C)C[C@@H]2Oc3ccc(NC(=O)NC(C)C)cc3CC(=O)N([C@H](C)CO)C[C@@H]2C)cc1 | 5 | 6 | -0.3 | -3 | -0.2 | 0.4 | -1 | 3 | 0 | -4
COC(=O)c1ccc(OC(=O)C2CSC3(C)CCC(=O)N23)cc1 (stereo unspecified) | 3 | 12 | 0.4 | -6 | -0.6 | -1.2 | -8 | 0 | 1 | 0
Cc1ccc(NC(=O)c2ccc(NC3=NC4CS(=O)(=O)CC4S3)cc2)cc1 (stereo unspecified) | 0 | 0 | 1.4 | 2 | -0.6 | 0.8 | -3 | -1 | -7 | -2
O=C(NC1(C(F)(F)F)NC(=O)N(Cc2ccco2)C1=O)c1cccs1 (stereo unspecified) | 0 | 5 | 0.4 | -10 | -0.6 | -0.4 | -2 | 2 | -9 | -3
Cc1ccc(NC(=O)Nc2ccc3c(c2)nnn3C)cc1C | -4 | -2 | -1.4 | -15 | -0.2 | 1.7 | -2 | 1 | -8 | 1
CCNC(=O)CC1C(=O)N(C)C(=S)N1NC(=O)c1ccc(Cl)cc1 (stereo unspecified) | 0 | -1 | -0.3 | -6 | -0.9 | -2.8 | -4 | 1 | 5 | -1
COC(=O)C1=C(C(=O)OC)[C@@H]2Nc3ccccc3[C@@]23C[C@@H](C(=O)OC)N=C3N1 | 12 | 6 | 1.8 | -159 | 0.9 | 0.5 | -12 | 6 | -4 | -1
O=C(Cn1c(NCCCO)nc2ccccc21)c1cccs1 | -1 | -8 | 0.0 | -14 | 0.5 | 5.4 | -2 | 4 | -3 | -2
CCOC(=O)N1CCC(NC(=O)c2cc(C(=O)Nc3ccc(S(=O)(=O)N4CCOCC4)cc3)ccc2CO)CC1 | 5 | -4 | -0.5 | -4 | -0.6 | 0.3 | -1 | 0 | -6 | -2
CC1CCC2(CC1)NC(=O)N(NC(=O)c1cccs1)C2=O (stereo unspecified) | 1 | 0 | -0.1 | -3 | 0.1 | -1.3 | 1 | -2 | 0 | -3
O=C(CCc1ccc(O)c(O)c1)NNC(=S)NCCc1ccccc1 | 19 | 1 | 0.5 | -7 | -1.1 | -1.5 | -8 | 1 | -2 | -1
COc1ccc(Cl)cc1NC(=O)CSc1nnc(CNC(=O)c2ccco2)o1 | 9 | 3 | -0.2 | -1 | -1.2 | -0.9 | -13 | 3 | -3 | -5
COC(=O)c1ccccc1CCC(C)=O | 1 | -7 | 0.1 | 4 | 0.3 | -3.6 | 0 | 0 | -13 | 4
CC1=CC(=O)N(c2ccc(C)cc2)C1c1ccc(Cl)cc1 (stereo unspecified) | -2 | -12 | -0.6 | 0 | -0.8 | -1.4 | -5 | 1 | -8 | -2
COc1ccc(NC(=O)c2noc(C(C)C)c2[N+](=O)[O-])cc1 | 2 | -6 | 0.0 | 21 | -0.5 | -0.9 | -11 | -10 | -1 | -3
CCC(C(=O)NC1CCCC1)N(C(=O)Cn1nnc(-c2ccc(OC)c(OC)c2)n1)C1CCCCC1 (stereo unspecified) | 4 | -3 | 1.6 | 3 | -1.0 | 0.5 | -11 | 4 | 0 | -2
O=C(CCn1ccc2cc(S(=O)(=O)N3CCCC3)ccc21)NCc1ccccc1F | 1 | -4 | 0.0 | -23 | -0.6 | -0.5 | -3 | 7 | -7 | 1
CCOc1ccc(CCN2C(=O)C(=O)N([C@@H](Cc3ccccc3)CN3CCC[C@H]3CN3C(=O)C(=O)NC[C@@H]3Cc3ccc(O)cc3)C[C@@H]2Cc2ccc(O)cc2)cc1 | x | -2 | -0.3 | -10 | -1.1 | 11 | -8 | 4 | x | x
COc1ccc(-c2cc(C(F)(F)F)n3ncc(C(=O)NCc4ccco4)c3n2)cc1 | 21 | 1 | 0.3 | -12 | -1.4 | -0.5 | -1 | 0 | -6 | 1
COc1ccccc1NC(=O)CSC1=NC(=O)C(NC(C)=O)C(=O)N1 (stereo unspecified) | 2 | -11 | 0.5 | 15 | -0.5 | -0.2 | -3 | 5 | -4 | -1
Cc1nc(SCC(=O)Nn2c(-c3ccccc3)nc3ccccc3c2=O)n[nH]1 | 5 | -3 | 0.1 | -1 | -0.6 | -1.9 | -1 | 2 | -5 | -1
Cc1cc(NC(=O)Nc2cccc(Cl)c2)n(C(C)(C)C)n1 | 0 | 2 | -1.3 | 6 | -0.2 | 0.0 | -3 | 5 | -6 | -2
COc1ccc2[nH]c(=O)c(CN(CC3CCCO3)C(=S)Nc3ccc(C)cc3)cc2c1 (stereo unspecified) | 3 | 1 | 2.1 | 1 | -0.1 | 0.0 | -16 | 1 | 8 | -1
CCCCC(=O)Nc1ccc(NC(=O)CC)cc1OC | 2 | 3 | 0.3 | 9 | 0.1 | -1.1 | -3 | 6 | -7 | -3
O=C(Nc1nnc(S(=O)(=O)N2CCCCCC2)s1)c1ccccc1Br | 0 | 0 | 0.9 | -13 | 0.4 | 1.8 | -2 | 39 | -13 | -1
CN(CC(=O)Nc1cccc(F)c1)C(=O)c1ccc(NC2CC2)c([N+](=O)[O-])c1 | -3 | -2 | 1.0 | 0 | -0.3 | 0.1 | -2 | -36 | -4 | -2
CC1CCN(S(=O)(=O)c2ccc3c(c2)oc(=O)n3CC(=O)N2c3ccccc3CC2C)CC1 (stereo unspecified) | -4 | -8 | 0.4 | -13 | -0.2 | 2.5 | -4 | 3 | -3 | 1
O=C(c1cc2ccccc2oc1=O)N1CCN(Cc2ccc3c(c2)OCO3)CC1 | 1 | -5 | 2.4 | 6 | 0.3 | -2.7 | 0 | -2 | -5 | 4
Fc1cccc(F)c1-n1c(CN2CCOCC2)csc1=S | 4 | -9 | -0.1 | 5 | -0.8 | -0.2 | -8 | 5 | -4 | 0
CC(=O)Nc1ccc(S(=O)(=O)NCCC(=O)NCc2ccncc2)cc1 | -1 | 2 | -1.2 | 12 | -0.2 | -1.0 | -2 | 4 | -8 | 1
CSCC(C)N1CCC(CO)(CCc2ccccc2)CC1 (stereo unspecified) | 2 | 8 | 0.3 | 0 | -0.4 | -1.6 | -5 | -2 | -7 | -4
O=C1NC(=O)/C(=C/c2cccc(O)c2)N1 | -7 | -9 | 0.2 | -16 | -0.5 | 2.0 | -3 | -21 | -4 | 1
FC(F)(F)c1cccc(CON=C2CCN(c3ncc(C(F)(F)F)cc3Cl)CC2)c1 | 0 | 8 | 0.5 | -4 | -0.6 | 0.6 | -1 | 4 | -3 | 3
CCOc1ccc(C2C3=C(CCCC3=O)OC(N)=C2[N+](=O)[O-])cc1 (stereo unspecified) | -1 | -9 | 1.3 | 0 | 0.5 | -2.5 | -2 | 0 | -5 | 2
Cc1onc(-c2c(F)cccc2Cl)c1C(=O)N(C)CC(=O)Nc1cccc(F)c1 | -2 | -11 | -0.1 | 9 | -0.5 | -0.4 | -5 | 1 | 0 | -3
Cc1cccc(NC(=O)CSCC(=O)Nc2ccc(S(=O)(=O)N3CCOCC3)cc2)c1 | 0 | -4 | 0.8 | 4 | -0.2 | 0.7 | 1 | -4 | -3 | 1
CCOC(=O)c1ccc(S(=O)(=O)NNC(=O)c2cccc(N(C)C)c2)cc1 | -1 | 0 | 1.3 | 0 | -0.6 | -1.8 | -2 | -1 | -7 | 3
COCCNC(=O)COC(=O)c1nsc(Cl)c1Cl | 2 | 7 | -1.5 | 0 | -0.3 | -2.3 | 0 | -1 | -3 | 0
COCCCn1c(Cc2csc(Nc3cccc(Cl)c3)n2)nnc1SCC(=O)OC | 9 | -7 | 1.2 | -9 | 0.1 | -0.9 | -1 | 14 | 45 | 4
NC(=O)c1ccccc1OCCOc1ccc(Br)cc1 | 1 | -11 | 1.8 | 4 | 1.4 | 1.2 | -1 | 4 | -1 | -2
Cn1c(NCc2cccc(Br)c2)nc2ccccc21 | -1 | -2 | -1.1 | -19 | 40* | 0.8 | 2 | -1 | 1 | 0

Shown in CSV form: part of the list above.
Molecule,DNMT1 inh,E coli Lon inh,MsrA inhibitor,NRP1-CendR mod,Tb MetRS inh,LMPTP inh,MsrA act,SUMO1-SIM PPI,Scp1 inh,STEP block
CCOc1ccc(CCN2C(=O)C(=O)N([C@@H](Cc3ccccc3)CN3CCC[C@H]3CN3C(=O)C(=O)NC[C@@H]3Cc3ccc(O)cc3)C[C@@H]2Cc2ccc(O)cc2)cc1,x,-2,-0.3,-10,-1.1,11,-8,4,x,x
COc1ccc(-c2cc(C(F)(F)F)n3ncc(C(=O)NCc4ccco4)c3n2)cc1,21,1,0.3,-12,-1.4,-0.5,-1,0,-6,1
COc1ccccc1NC(=O)CSC1=NC(=O)C(NC(C)=O)C(=O)N1 (stereo unspecified),2,-11,0.5,15,-0.5,-0.2,-3,5,-4,-1

Source: PubChem BioAssay
